EBV LMP1 NFkB – inhibitors of Epstein-Barr LMP1-induced NF-kappaB reporter. LMP1-induced NF-kappaB luciferase reporter cells, luminescence. inhibition, % at 12.5 µM. hit rate 0.69% among 350,000. AID 504558; in the data active = inhibition above about 41%;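 also: 0% = neutral control wells and 100% = reference inhibitor control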
TLR9-MyD88 block – blocks human TLR9 binding to MyD88. inhibition, % at 4.98 µM. AID 504734. Q9NR96+Q99836. hit rate 0.21% among 340,000. CHO BLA complementation TLR9-MyD88, CCF4 FRET ratio;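 active = inhibition above the mean over all tested compounds plus 3 SD, cut at about 21% in these data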;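 also: 0% = DMSO only wells and 100% = clavulanate BLA inhibitor control wells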
SRC1 inh – human NCOA1 inhibition; Q15788; HEK293 GAL4-SRC1 luciferase reporter, luminescence; inhibition, % at 3.6 µM; hit rate 0.12% among 360,000; AID 588354;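 active = inhibition above the campaign mean plus 3 SD, with each screening campaign given its own cutoff, cut at about 60% in these data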;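 also: 0% = DMSO treated cells and 100% = gossypol at 36 µM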
ABHD5-PLIN5 inh – inhibitors of human ABHD5-perilipin-5 interaction | hit rate 0.78% among 360,000 | Q00G26+Q8WTS1 | inhibition, % at 4 µM | Split G. princeps luciferase complementation, luminescence, 4 h | AID 602281;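 active = inhibition above the mean inhibition across every tested compound plus 3 SD, cut at about 22% in these data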;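 also: 0% = DMSO only wells and the 100% control is not disclosed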
NOD2-RIPK2 inh – NOD2-RIPK2 protein interaction inhibition. inhibition, % at 4.98 µM. CHO BLA complementation NOD2-RIPK2, CCF4 ratio. AID 624267. hit rate 0.38% among 360,000. O43353; in the data active = inhibition above about 21%;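 also: 0% = vehicle only and 100% = reference blocker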
Target sequence (O43353 whole entry, looked up): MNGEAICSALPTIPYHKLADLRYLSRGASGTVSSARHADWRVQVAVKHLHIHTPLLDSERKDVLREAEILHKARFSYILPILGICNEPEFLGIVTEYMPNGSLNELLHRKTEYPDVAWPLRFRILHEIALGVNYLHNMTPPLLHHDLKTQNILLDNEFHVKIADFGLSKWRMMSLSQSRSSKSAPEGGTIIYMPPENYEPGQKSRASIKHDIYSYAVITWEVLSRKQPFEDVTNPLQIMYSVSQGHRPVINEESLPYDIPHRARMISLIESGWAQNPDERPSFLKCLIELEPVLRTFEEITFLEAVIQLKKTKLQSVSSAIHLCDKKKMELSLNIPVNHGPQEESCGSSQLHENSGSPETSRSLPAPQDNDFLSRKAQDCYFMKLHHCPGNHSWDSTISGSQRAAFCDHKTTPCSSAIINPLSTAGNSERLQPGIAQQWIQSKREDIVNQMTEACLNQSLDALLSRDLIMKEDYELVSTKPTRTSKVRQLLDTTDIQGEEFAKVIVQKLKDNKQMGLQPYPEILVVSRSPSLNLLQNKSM
NR5A2 inv ag – inverse agonists of human LRH-1 (NR5A2); O00482; HEK293T StAR-luciferase reporter, LRH-1 transfected, 24 h; inhibition, % at 3.6 µM; hit rate 0.13% among 360,000; AID 602396;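 active = inhibition above the mean inhibition of all tested compounds plus 3 SD, cut at about 73% in these data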;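 also: 0% = DMSO wells and 100% = reporter-only cells lacking LRH-1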
MC4R antagonist – antagonists of human melanocortin 4 receptor (MC4R). P32245. MC4R-expressing cells, MTII-stimulated cAMP, LANCE TR-FRET. inhibition, % at 6.5 µM. hit rate 0.48% among 360,000;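 active = inhibition above its plate's cutoff, the mean of tested wells on that plate plus 3 SD, cut at about 29% in these data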;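 also: 0% = Melanotan II alone and 100% = Melanotan II plus saturating MCL0020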
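Material – human MC4R-expressing U2OS cells · Repeats – no replicates · Detection – TR-FRET with Eu-cAMP and labeled anti-cAMP, 671 nm · Times – compound 30 min, challenge 1 h, detection 1 h · Compound – single nominal compound dose of 6.5 µM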
MC4R barr agon – agonists of human melanocortin 4 receptor (MC4R) beta-arrestin; P32245; U2OS MC4R beta-arrestin complementation, luminescence; percent of melanotan II response, DMSO zero; activation, % at 8.9 µM; hit rate 0.98% among 360,000; AID 540308;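 active = activation above a per-plate cutoff, the mean activation of sample wells on that plate plus 3 SD, cut at about 8% in these data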
SRC3 inh – inhibits human SRC3 coactivator; AID 588352; Q9Y6Q9; inhibition, % at 3.6 µM; HEK293 GAL4-SRC3 luciferase reporter, luminescence; hit rate 0.17% among 360,000;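 active = inhibition above a per-campaign cutoff, the mean of all compounds plus 3 SD, cut at about 60% in these data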;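 also: 0% = DMSO-treated cells and 100% = gossypol-treated cells at 36 µM; higher means less SRC3-driven luciferase light from the GAL4 reporter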
SRC2 inh – human SRC2 (NCOA2) inhibition | Q15596 | HEK293 GAL4-SRC2 luciferase reporter, luminescence | inhibition, % at 9 µM | hit rate 0.17% among 370,000 | AID 651957;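 active = inhibition above the mean inhibition of all tested compounds plus 3 SD, set per campaign, cut at about 52% in these data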;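 also: 0% = DMSO treated cells and 100% = cells given Gossypol at 36 µM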
COUP-TFII inh – inhibitors of human COUP-TFII (NR2F2); hit rate 0.7% among 370,000; AID 686940; HEK293T NGFI-A luciferase reporter, luminescence; inhibition, % at 8.6 µM;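 active = inhibition above a per-plate cutoff, mean inhibition of test wells between control levels plus 3 SD, cut at about 38% in these data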;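 also: cells cotransfected with COUP-TFII expression vector driving the NGFI-A reporter; 0% = median of COUP-TF2 test wells and 100% = reporter-only cells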
Target sequence (P24468 whole entry, looked up): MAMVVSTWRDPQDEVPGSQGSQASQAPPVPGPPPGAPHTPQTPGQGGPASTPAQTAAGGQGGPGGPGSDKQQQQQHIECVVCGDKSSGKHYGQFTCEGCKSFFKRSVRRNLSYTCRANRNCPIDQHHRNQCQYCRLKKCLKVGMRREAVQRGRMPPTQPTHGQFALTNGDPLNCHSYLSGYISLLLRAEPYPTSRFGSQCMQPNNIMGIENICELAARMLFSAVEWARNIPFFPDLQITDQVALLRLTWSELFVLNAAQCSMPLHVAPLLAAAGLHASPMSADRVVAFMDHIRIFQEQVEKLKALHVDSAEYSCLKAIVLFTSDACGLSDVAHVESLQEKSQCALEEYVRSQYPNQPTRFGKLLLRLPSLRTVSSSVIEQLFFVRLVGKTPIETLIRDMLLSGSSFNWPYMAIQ
The depositor's hits bear a star; . = not tested or not shown. Not all compounds are listed; the hit share may differ from the screen's.

SMILES	EBV LMP1 NFkB	TLR9-MyD88 block	SRC1 inh	ABHD5-PLIN5 inh	NOD2-RIPK2 inh	NR5A2 inv ag	MC4R antagonist	MC4R barr agon	SRC3 inh	SRC2 inh	COUP-TFII inh
CCC(CC)NC(=O)Nc1ccc(C)cc1	-7	0	-9	-1	-3	-12	15	0.3	7	-13	-1
O=Cc1ccc(OC(=O)CCCCC(=O)Oc2ccc(C=O)cc2)cc1	2	-11	6	3	-2	1	9	-0.2	7	-9	-14
Cn1c2c(c(=O)n(C)c1=O)C(NS(=O)(=O)c1ccc(Cl)cc1)(C(F)(F)F)C(=O)N2 (stereo not given)	-1	0	-4	-4	4	13	6	-0.2	1	-7	1
CCOC(=O)c1c(NC(=O)c2ccco2)sc(C(=O)N2CCCC2)c1C	3	-1	-15	2	-15	-3	-1	-0.6	7	-13	14
CC(=O)c1coc2c1cc(O)c1ccccc12	8	5	-30	2	-8	-29	17	-0.9	-20	-29	-21
CC(=O)N1CCc2cc(S(=O)(=O)CCC(=O)NCc3ccc(F)cc3)ccc21	6	-5	-26	0	6	17	4	-0.6	17	10	18
O=[N+]([O-])c1cccc(/C=N/Nc2cc(N3CCOCC3)ncn2)c1	-58	-1	-11	-1	1	4	9	-1.4	-9	3	8
O=C(CCC1CCCN(C(=O)c2cncs2)C1)NCc1ccc(F)c(F)c1 (stereo not given)	-10	-1	-7	3	-7	3	7	-0.1	-7	-2	0
O=S(=O)(NCc1cccnc1)c1ccc(Br)s1	0	1	1	4	-2	5	-3	-0.1	21	8	7
CC(C)Cn1c(SCC(=O)Nc2ccc3[nH]c(=O)[nH]c3c2)nc2ccccc2c1=O	6	2	17	0	15	6	13	-4.0	-41	-13	-2
NC(=O)CC(NC(=O)c1cccc(Br)c1)c1ccc(N2CCN(c3ccccn3)CC2)c([N+](=O)[O-])c1 (stereo not given)	3	2	9	-9	-1	-1	6	-0.5	6	15	-5
Cc1cc(N2CCN(c3ccccc3)CC2)nc2ccccc12	-12	2	-14	-7	-3	-4	-2	1.6	-18	-25	-22
C=CCN1C(=NC(=O)CCCC(=O)O)SC2CS(=O)(=O)CC21 (stereo not given)	-6	3	-5	0	-2	-1	9	-2.2	11	-34	-8
CC(C)CNC(=S)NNC(=O)c1ccc(OC(F)F)cc1	3	-1	-15	0	-6	2	2	-2.2	16	-4	-12
C=CCOc1ccc(C2N3CC4(CC)CN2CC(CC)(C3)C4=O)cc1 (stereo not given)	-1	-13	-43	-8	-8	-3	3	1.5	0	-16	1
O=[N+]([O-])c1ccc(/C=C/c2nc3ccc([N+](=O)[O-])cc3[nH]2)cc1	1	-10	-7	-1	0	27	15	-0.7	-8	-3	-11
O=C(Nc1cc2c(cc1Br)OCCCO2)c1ccccc1	-32	0	-88	-3	3	-166	1	-0.3	-72	-60	-53
Cc1ccc(-c2c(C#N)c(N)n(-c3ccc(C)cc3)c(=O)c2C#N)cc1	-2	1	10	7	-10	12	-1	-2.5	16	-15	2
Cc1cccc(COC[C@H](Cc2ccccc2)N2CCN(C(=O)c3cccc(C)c3)CCC2=O)c1	.	.	.	9	5	16	.	.	.	15	3
Cn1c(CCCOc2ccc(Cl)cc2Cl)nnc1SCC(=O)Nc1cccc(F)c1	-7	1	-12	0	3	5	-2	19*	-5	-13	-4
CCCC(=O)Nc1nnc(SCC(=O)Nc2ccc(OCC)cc2)s1	-11	5	-35	1	-4	35	10	0.2	-28	10	12
O=C(NC1CCCC1)C(c1ccncc1)N(C(=O)c1csnn1)c1ccc(F)c(Cl)c1 (stereo not given)	0	-5	-2	5	-16	10	4	-1.0	2	-3	9
Cn1c(=O)[nH]c(=O)c2c1nc(OC(=O)c1ccccc1)n2CC(O)COc1ccc(F)cc1 (stereo not given)	-2	2	-7	9	-2	28	-3	-0.5	21	0	-2
O=C(/C=C/c1cccs1)c1cc(Cl)ccc1O	2	-14	4	10	-5	10	5	-3.1	-3	-7	-18

6 compounds already listed, sorted by the value under ABHD5-PLIN5 inh, rising.
SMILES	EBV LMP1 NFkB	TLR9-MyD88 block	SRC1 inh	ABHD5-PLIN5 inh	NOD2-RIPK2 inh	NR5A2 inv ag	MC4R antagonist	MC4R barr agon	SRC3 inh	SRC2 inh	COUP-TFII inh
C=CCOc1ccc(C2N3CC4(CC)CN2CC(CC)(C3)C4=O)cc1 (stereo not given)	-1	-13	-43	-8	-8	-3	3	1.5	0	-16	1
O=[N+]([O-])c1ccc(/C=C/c2nc3ccc([N+](=O)[O-])cc3[nH]2)cc1	1	-10	-7	-1	0	27	15	-0.7	-8	-3	-11
Cn1c(CCCOc2ccc(Cl)cc2Cl)nnc1SCC(=O)Nc1cccc(F)c1	-7	1	-12	0	3	5	-2	19*	-5	-13	-4
CCCC(=O)Nc1nnc(SCC(=O)Nc2ccc(OCC)cc2)s1	-11	5	-35	1	-4	35	10	0.2	-28	10	12
Cc1cccc(COC[C@H](Cc2ccccc2)N2CCN(C(=O)c3cccc(C)c3)CCC2=O)c1	.	.	.	9	5	16	.	.	.	15	3
O=C(/C=C/c1cccs1)c1cc(Cl)ccc1O	2	-14	4	10	-5	10	5	-3.1	-3	-7	-18

Additional compounds follow:
SMILES	EBV LMP1 NFkB	TLR9-MyD88 block	SRC1 inh	ABHD5-PLIN5 inh	NOD2-RIPK2 inh	NR5A2 inv ag	MC4R antagonist	MC4R barr agon	SRC3 inh	SRC2 inh	COUP-TFII inh
COc1cccc(-c2nnc(SCC(=O)N(C(C)C)C(C)C)o2)c1	-6	4	-29	7	6	-24	6	0.1	-17	-8	-6
COc1ccc(C2CC(c3ccccc3)=NN2S(=O)(=O)c2ccccc2)c(OC)c1 (stereo not given)	18	-5	0	-1	-6	9	8	-1.0	-6	8	-16
COC(=O)c1cc2ccsc2n1CC(=O)Nc1cc(C)cc(C)c1	-15	5	2	-2	-2	3	7	-0.3	3	13	6
O=C1CCCc2c1nc(-c1ccccc1)n2O	5	-7	-10	1	-6	-20	-2	-3.2	5	.	.
CCCCNC(=O)NC1CCCC1	10	2	-12	3	-6	2	1	3.7	-5	1	-8
Cc1ccc(C(=O)Oc2ccc([N+](=O)[O-])cc2)cc1S(=O)(=O)N1CCCCCC1	-4	5	1	4	-19	0	25	-2.5	2	-22	-5
Cc1ccccc1NC(=O)c1ccc(S(=O)(=O)C(F)F)cc1	-10	7	-8	-5	-4	-11	0	-2.0	-16	14	-39
COc1ccc(C(CNC(=O)C(=O)Nc2ccc3c(c2)OCO3)N2CCN(C)CC2)cc1 (stereo not given)	-4	4	-27	-6	-11	-7	-3	-3.2	10	5	0
O=C(Nc1cccc(Cl)c1)OCc1ccccn1	-17	-2	-45	2	-10	-107	3	0.5	-71	-46	-16
COc1cccc(-c2noc(C3CCCN(C(=O)Cc4ccccc4)C3)n2)c1 (stereo not given)	-20	1	-17	-3	6	30	-3	-1.1	-28	-13	-3
O=C(CC[C@H]1O[C@@H](n2ccc(=O)[nH]c2=O)[C@H](O)[C@@H]1O)NCc1cccc2ccccc12	.	.	0	-9	-13	-9	.	.	4	21	-7
Clc1ccc(OCCN2CCCCC2)cc1Cl	3	-3	-17	5	-9	-24	3	1.3	-1	-3	-13
COc1ccc(-c2noc(-c3ccc(Cl)cc3[N+](=O)[O-])n2)cc1OC	-40	-9	-26	-5	-5	-29	-3	-0.1	-52	-113	-23
O=S(CC(O)c1ccccc1)c1ccccc1 (stereo not given)	-14	-12	-10	-12	-2	-11	-2	-0.5	-20	-10	-5
COC(=O)[C@@H](Cc1ccccc1)NC(=O)CC[C@H]1O[C@@H](n2cc(C)c(=O)[nH]c2=O)C[C@@H]1O	6	-10	0	-4	-4	-25	5	-0.2	3	-10	-18
CCOC(=O)c1sc(=S)n(-c2ccccc2)c1SC	-1	2	2	-1	-2	2	3	-2.4	12	-7	-8
FC(F)(F)c1cccc(CN2CCSCC2)c1	-17	1	-3	2	-8	-1	1	0.6	-10	-1	0
CCS(=O)CC(=O)Nc1c(-c2ccccc2)oc2ccccc2c1=O (stereo not given)	.	.	-4	-5	-5	0	12	-1.0	4	-22	-7
Cc1ccc(NC(=O)c2cc(S(=O)(=O)N3CCOCC3)ccc2Cl)cc1S(=O)(=O)N1CCOCC1	2	0	0	-5	12	3	7	-1.1	19	-19	12
O=C(c1cccc2ccccc12)C1CCCN(C(=O)C2CCOCC2)C1 (stereo not given)	2	1	8	-6	-9	-1	-1	-1.3	24	13	8
CC(C)NC(=O)c1ccc(C2SCC(=O)N2Cc2ccccc2)cc1 (stereo not given)	-5	1	14	-1	-3	11	0	0.3	9	13	-1
CN(C)CCOC(=O)C12CC3(C)CC(C)(CC(C)(C3)C1)C2	2	-1	-5	-3	-15	-4	8	3.3	5	5	11
CC(C)Nc1ncnc2c1ncn2[C@H]1CN(Cc2ccc(Cl)cc2)C[C@@H](CO)O1	.	.	-11	16	-23	26	1	-1.2	-12	-10	10
CCN(CC(=O)NCc1cccs1)C(=O)COc1ccccc1C#N	-12	-2	-7	-2	1	16	4	-1.8	-16	5	0

Ordered by length of the SMILES (low to high): part of the list above
SMILES	EBV LMP1 NFkB	TLR9-MyD88 block	SRC1 inh	ABHD5-PLIN5 inh	NOD2-RIPK2 inh	NR5A2 inv ag	MC4R antagonist	MC4R barr agon	SRC3 inh	SRC2 inh	COUP-TFII inh
O=S(CC(O)c1ccccc1)c1ccccc1 (stereo not given)	-14	-12	-10	-12	-2	-11	-2	-0.5	-20	-10	-5
O=C(c1cccc2ccccc12)C1CCCN(C(=O)C2CCOCC2)C1 (stereo not given)	2	1	8	-6	-9	-1	-1	-1.3	24	13	8
CC(C)Nc1ncnc2c1ncn2[C@H]1CN(Cc2ccc(Cl)cc2)C[C@@H](CO)O1	.	.	-11	16	-23	26	1	-1.2	-12	-10	10
COC(=O)[C@@H](Cc1ccccc1)NC(=O)CC[C@H]1O[C@@H](n2cc(C)c(=O)[nH]c2=O)C[C@@H]1O	6	-10	0	-4	-4	-25	5	-0.2	3	-10	-18

The list goes on:
SMILES	EBV LMP1 NFkB	TLR9-MyD88 block	SRC1 inh	ABHD5-PLIN5 inh	NOD2-RIPK2 inh	NR5A2 inv ag	MC4R antagonist	MC4R barr agon	SRC3 inh	SRC2 inh	COUP-TFII inh
O=C1c2cccc(OCC(=O)N3N=C(c4cccs4)CC3c3ccc(F)cc3)c2CCN1Cc1ccccc1 (stereo not given)	1	2	-5	2	3	0	6	-2.1	15	0	5
CN(CCC#N)S(=O)(=O)c1ccc2[nH]cc(C(=O)NCCc3ccccc3)c(=O)c2c1	8	4	-2	6	10	-4	9	1.0	8	23	3
CCC(C)NC(=O)c1ccccc1-c1nc2ccccc2[nH]1 (stereo not given)	0	3	8	-1	2	2	2	-0.8	7	3	-13
CCc1nc2ccc(C)cc2c(C(=O)Oc2cccc3cccnc23)c1C	0	-8	5	-3	4	3	11	5.0	2	0	-1

Bioassay records deposited in PubChem by several laboratories.
